TcdB GH inh = TcdB glycohydrolase inhibitors, primary screen, biochemical, single point, plate reader | 350,000 compounds, 0.24% hits | Toxin B (Clostridioides difficile), P18177 | inhibition, % at 9.99 µM | TcdB glycohydrolase enzymatic assay; in the data active means inhibition above about 10%
Target sequence (P18177 whole entry, looked up): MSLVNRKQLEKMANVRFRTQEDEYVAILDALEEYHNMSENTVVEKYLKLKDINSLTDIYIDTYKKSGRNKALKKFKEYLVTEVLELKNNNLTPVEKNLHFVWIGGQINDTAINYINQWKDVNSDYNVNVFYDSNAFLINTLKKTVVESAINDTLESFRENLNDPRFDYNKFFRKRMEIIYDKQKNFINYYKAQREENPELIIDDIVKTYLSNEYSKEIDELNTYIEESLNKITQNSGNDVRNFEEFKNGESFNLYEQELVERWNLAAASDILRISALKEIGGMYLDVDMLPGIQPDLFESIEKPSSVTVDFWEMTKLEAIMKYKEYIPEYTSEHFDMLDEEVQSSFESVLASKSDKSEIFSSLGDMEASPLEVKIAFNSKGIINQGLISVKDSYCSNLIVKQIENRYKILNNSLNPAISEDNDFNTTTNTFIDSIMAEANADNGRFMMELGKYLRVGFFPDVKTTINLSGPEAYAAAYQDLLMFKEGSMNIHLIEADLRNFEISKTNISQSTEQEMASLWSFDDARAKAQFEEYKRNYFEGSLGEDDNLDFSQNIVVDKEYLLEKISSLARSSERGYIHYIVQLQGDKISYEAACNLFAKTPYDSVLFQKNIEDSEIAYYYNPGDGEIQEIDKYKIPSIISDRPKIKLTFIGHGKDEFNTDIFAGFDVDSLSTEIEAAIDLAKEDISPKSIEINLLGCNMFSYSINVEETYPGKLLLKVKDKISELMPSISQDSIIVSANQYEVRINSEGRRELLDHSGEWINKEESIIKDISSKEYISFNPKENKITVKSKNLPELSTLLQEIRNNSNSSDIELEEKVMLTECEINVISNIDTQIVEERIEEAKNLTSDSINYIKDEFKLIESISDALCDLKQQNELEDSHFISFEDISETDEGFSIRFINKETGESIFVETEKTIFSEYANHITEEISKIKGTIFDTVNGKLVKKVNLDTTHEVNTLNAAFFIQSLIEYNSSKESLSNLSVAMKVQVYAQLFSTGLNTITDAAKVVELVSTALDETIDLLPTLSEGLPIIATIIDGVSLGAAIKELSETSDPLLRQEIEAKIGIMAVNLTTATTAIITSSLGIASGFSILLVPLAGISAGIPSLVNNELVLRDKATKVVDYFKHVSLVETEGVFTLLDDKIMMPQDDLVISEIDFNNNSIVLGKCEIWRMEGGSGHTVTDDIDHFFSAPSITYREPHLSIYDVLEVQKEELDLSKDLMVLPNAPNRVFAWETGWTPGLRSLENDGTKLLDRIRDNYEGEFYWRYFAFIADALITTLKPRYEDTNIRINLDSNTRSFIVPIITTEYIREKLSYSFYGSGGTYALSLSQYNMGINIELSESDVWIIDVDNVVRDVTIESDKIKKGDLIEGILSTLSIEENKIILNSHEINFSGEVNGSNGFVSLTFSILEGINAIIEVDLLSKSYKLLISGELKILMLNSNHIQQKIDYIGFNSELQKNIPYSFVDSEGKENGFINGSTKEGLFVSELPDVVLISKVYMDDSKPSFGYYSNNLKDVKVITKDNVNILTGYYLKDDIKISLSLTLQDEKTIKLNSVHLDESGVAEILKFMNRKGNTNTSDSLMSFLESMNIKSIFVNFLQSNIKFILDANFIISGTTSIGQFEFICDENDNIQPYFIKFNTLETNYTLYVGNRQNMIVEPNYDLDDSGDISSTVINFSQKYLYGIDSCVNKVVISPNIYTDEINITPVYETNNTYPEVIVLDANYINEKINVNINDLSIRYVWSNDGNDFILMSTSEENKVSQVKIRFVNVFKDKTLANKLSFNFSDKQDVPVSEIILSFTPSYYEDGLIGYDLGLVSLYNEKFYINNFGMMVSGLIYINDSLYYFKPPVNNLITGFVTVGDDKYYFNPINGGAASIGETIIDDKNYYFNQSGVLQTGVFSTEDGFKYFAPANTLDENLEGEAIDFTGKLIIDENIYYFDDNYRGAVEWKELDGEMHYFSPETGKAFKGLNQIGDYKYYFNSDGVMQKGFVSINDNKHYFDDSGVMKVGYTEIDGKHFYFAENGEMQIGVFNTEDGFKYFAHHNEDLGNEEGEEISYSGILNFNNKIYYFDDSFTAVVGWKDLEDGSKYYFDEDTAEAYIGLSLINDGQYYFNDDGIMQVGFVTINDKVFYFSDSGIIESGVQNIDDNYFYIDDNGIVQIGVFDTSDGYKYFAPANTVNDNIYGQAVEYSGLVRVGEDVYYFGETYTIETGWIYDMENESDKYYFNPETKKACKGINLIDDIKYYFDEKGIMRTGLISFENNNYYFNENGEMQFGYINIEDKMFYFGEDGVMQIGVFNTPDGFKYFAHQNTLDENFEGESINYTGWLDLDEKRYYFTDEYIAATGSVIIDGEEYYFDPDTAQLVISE
Numbers without * were called inactive. Not all compounds are listed; count on the stated rates, not on these rows.

The first four records, to show the layout:
SMILES	TcdB GH inh
CC(C)CC#Cc1ccc([C@@H]2[C@H](CO)N3CCCCN(S(=O)(=O)Cc4ccccc4)C[C@@H]23)cc1	-0.4
CC(C)NC(=O)N(C)C[C@@H]1OCCCC[C@@H](C)Oc2ccc(NS(=O)(=O)c3ccccc3)cc2C(=O)N([C@H](C)CO)C[C@@H]1C	1.0
C[C@@H]1CCCCO[C@H](CN(C)C(=O)Nc2ccccc2)[C@H](C)CN([C@H](C)CO)C(=O)c2cc(N(C)C)ccc2O1	-40
C[C@H](O)[C@@H]1C(=O)N2CCc3c([nH]c4c(-c5ccc6c(c5)OCO6)cccc34)[C@@H]2C[C@@H]1N(C)C(=O)Nc1ccccc1	1.0

The whole of this part, from the first entry:
SMILES	TcdB GH inh
CC(C)CC#Cc1ccc([C@@H]2[C@H](CO)N3CCCCN(S(=O)(=O)Cc4ccccc4)C[C@@H]23)cc1	-0.4
CC(C)NC(=O)N(C)C[C@@H]1OCCCC[C@@H](C)Oc2ccc(NS(=O)(=O)c3ccccc3)cc2C(=O)N([C@H](C)CO)C[C@@H]1C	1.0
C[C@@H]1CCCCO[C@H](CN(C)C(=O)Nc2ccccc2)[C@H](C)CN([C@H](C)CO)C(=O)c2cc(N(C)C)ccc2O1	-40
C[C@H](O)[C@@H]1C(=O)N2CCc3c([nH]c4c(-c5ccc6c(c5)OCO6)cccc34)[C@@H]2C[C@@H]1N(C)C(=O)Nc1ccccc1	1.0
O=C([C@H]1[C@H](CO)[C@H]2Cn3c(ccc(-c4ccccc4F)c3=O)[C@@H]1N2C(=O)C1CC1)N1CCOCC1	0.2
COCC(=O)N1C[C@@H](C)[C@@H](OC)CN(C)C(=O)c2ccc(NC(=O)c3ccc(F)cc3)cc2OC[C@@H]1C	0.9
C[C@@H]1CN([C@H](C)CO)C(=O)Cc2cc(NC(=O)Nc3ccc(C(F)(F)F)cc3)ccc2O[C@@H]1CN(C)S(=O)(=O)c1ccccc1	-1.3
CNC(=O)C[C@H]1CC[C@H]2[C@@H](COc3ccc(NC(=O)Nc4cccc(Cl)c4)cc3C(=O)N2C)O1	1.1
CC(C)(C)NC(=O)C1C(c2ccc(C(F)(F)F)cc2)=Nc2ccccc2N1C(=O)c1cccc2ccccc12 (configuration not stated)	1.1
O=C(C[C@@H]1CC[C@H]2[C@@H](COC[C@H](O)CN2Cc2cc(F)ccc2F)O1)N[C@@H]1CCN(Cc2ccccc2)C1	-0.1
CC=Cc1ccc2n(c1=O)C[C@@H]1[C@@H](CO)[C@H](C(=O)NCC3CC3)[C@H]2N1CCC (mixture of isomers)	0.1
CC(C)NC(=O)N(C)C[C@@H]1Oc2c(NC(=O)Nc3cccc4ccccc34)cccc2C(=O)N([C@@H](C)CO)C[C@@H]1C	0.6
C[C@H]1CCCCO[C@H](CN(C)CC2CCCCC2)[C@@H](C)CN([C@@H](C)CO)C(=O)c2cc(NS(=O)(=O)c3cccs3)ccc2O1	1.1
C[C@@H]1CN([C@H](C)CO)C(=O)c2cc(NC(=O)C3CCCCC3)ccc2O[C@@H](C)CCCCO[C@H]1CN(C)C(=O)C1CCCCC1	1.3
Clc1ccc([C@@H]2CC3CCC2N3)cn1 (some centres not stated)	0.3
CN(C)C(=O)[C@@H]1[C@@H](CO)[C@@H]2Cn3c(ccc(-c4ccccc4F)c3=O)[C@@H]2N1C(=O)C1CC1	-1.9
NCC[C@@H]1CC[C@H](NC(=O)CCN2CCCCC2)[C@H](CO)O1	-0.5
O=C(C[C@H]1CC[C@H]2[C@@H](COC[C@@H](O)CN2C(=O)Nc2ccc(Cl)cc2)O1)NC1Cc2ccccc2C1	-0.1
C[C@@H]1CN([C@@H](C)CO)C(=O)c2ccccc2-c2ccccc2CO[C@@H]1CN(C)C	-1.4
C[C@@H]1CN([C@@H](C)CO)S(=O)(=O)c2ccc(C#CC(C)(C)O)cc2O[C@@H]1CN(C)Cc1ccc(F)cc1	0.6
CN(C)C(=O)c1cccc(-c2ccccc2[C@@H]2[C@@H](C#N)N(C(=O)C3CCC3)[C@H]2CO)c1	-0.4
C[C@H](CO)N1C[C@H](C)[C@H](CN(C)Cc2ccc3c(c2)OCO3)Oc2ccc(N(C)C)cc2CC1=O	-4.2
COc1cccc(S(=O)(=O)N2CC[C@@H]3[C@H](CO)Nc4ccc(C#Cc5cccnc5)cc4[C@@H]32)c1	-2.6
Cc1noc(C)c1NC(=O)Nc1ccc2c(c1)C(=O)N([C@@H](C)CO)C[C@@H](C)[C@@H](CN(C)C(=O)Nc1ccccc1)OCCCC[C@H](C)O2	-1.5
Cc1ccc(S(=O)(=O)Nc2ccc3c(c2)C(=O)N([C@H](C)CO)C[C@@H](C)[C@H](CN(C)C(=O)Nc2c(C)noc2C)OCCCC[C@@H](C)O3)cc1	1.4
C[C@@H]1CCCCO[C@@H](CN(C)Cc2ccc(Cl)c(Cl)c2)[C@@H](C)CN([C@H](C)CO)C(=O)c2cc(NC(=O)c3ccccc3)ccc2O1	0.8
O=C(C[C@@H]1CC[C@@H](NC(=O)C2CCOCC2)[C@@H](CO)O1)Nc1ccccc1	0.0
COc1ccc(CN(C)C[C@@H]2Oc3c(NS(=O)(=O)c4ccc(Cl)cc4)cccc3C(=O)N([C@H](C)CO)C[C@@H]2C)cc1	0.4
CC(C)CC#Cc1ccc2c(c1)O[C@@H](CN(C)Cc1ccc3c(c1)OCO3)[C@@H](C)CN([C@@H](C)CO)S2(=O)=O	-0.7
C[C@@H]1CN([C@H](C)CO)C(=O)Cc2cc(NS(=O)(=O)c3cn(C)cn3)ccc2O[C@@H]1CN(C)C(=O)Nc1ccc(F)cc1	-0.4
C[C@@H]1CN([C@@H](C)CO)C(=O)c2cc(C#CC3(O)CCCC3)cnc2O[C@H]1CN(C)C(=O)C1CCC1	-0.2
C[C@@H]1CCCCO[C@@H](CN(C)C(=O)Nc2ccc(C(F)(F)F)cc2)[C@H](C)CN([C@@H](C)CO)C(=O)c2cc(NC(=O)c3ccncc3)ccc2O1	1.1
O=C(Nc1ccc(F)cc1)N[C@H]1CC[C@@H](CC(=O)N2CCCCC2)O[C@H]1CO	-2.8
C[C@@H]1CN([C@H](C)CO)C(=O)c2cccc(NS(=O)(=O)c3cccs3)c2O[C@H]1CN(C)C(=O)Nc1ccc2c(c1)OCO2	0.2
COc1ccc(S(=O)(=O)N(C)C[C@@H]2OCCCC[C@H](C)Oc3ccc(NC(=O)NC4CCCCC4)cc3C(=O)N([C@H](C)CO)C[C@H]2C)cc1	0.1
C[C@H](CO)N1C[C@H](C)[C@H](CN(C)C(=O)CN2CCOCC2)Oc2cc(/C=C/c3ccccc3)ccc2S1(=O)=O	3.2
O=S(=O)(Cc1ccccc1)NCC[C@H]1CC[C@@H](NS(=O)(=O)c2ccccc2)[C@@H](CO)O1	-1.3
COC(=O)[C@H]1[C@H](CO)[C@H]2Cn3c(ccc(-c4ccccc4)c3=O)[C@H]2N1CC1CCCCC1	1.9
CO[C@@H]1CN(C)C(=O)c2cc(NC(=O)Nc3cccc(Cl)c3)ccc2OC[C@@H](C)N(C)C[C@@H]1C	0.9
C[C@@H]1CN([C@H](C)CO)C(=O)c2cc(NC(=O)C3CC3)ccc2O[C@@H]1CN(C)Cc1ccc(Cl)c(Cl)c1	0.6

Rewritten with each value named: four of the compounds above.
C[C@@H]1CCCCO[C@@H](CN(C)Cc2ccc(Cl)c(Cl)c2)[C@@H](C)CN([C@H](C)CO)C(=O)c2cc(NC(=O)c3ccccc3)ccc2O1
  TcdB GH inh: 0.8
O=C(C[C@@H]1CC[C@@H](NC(=O)C2CCOCC2)[C@@H](CO)O1)Nc1ccccc1
  TcdB GH inh: 0.0
COc1ccc(CN(C)C[C@@H]2Oc3c(NS(=O)(=O)c4ccc(Cl)cc4)cccc3C(=O)N([C@H](C)CO)C[C@@H]2C)cc1
  TcdB GH inh: 0.4
CC(C)CC#Cc1ccc2c(c1)O[C@@H](CN(C)Cc1ccc3c(c1)OCO3)[C@@H](C)CN([C@@H](C)CO)S2(=O)=O
  TcdB GH inh: -0.7

Carrying on.
SMILES	TcdB GH inh
O=C(c1cnccn1)N1CC(=O)N2[C@H](CO)[C@@H](c3ccc(-c4cccc(F)c4)cc3)[C@H]2C1	-0.4
C/C=C/c1cnc2c(c1)C(=O)N([C@@H](C)CO)C[C@H](C)[C@@H](CN(C)C(=O)Cc1ccccc1)O2	0.5
C[C@@H](NC(=O)N(C)C[C@@H]1OCc2ccccc2-c2c(n(C)c3ccccc23)C(=O)N([C@@H](C)CO)C[C@@H]1C)c1ccccc1	0.7
C[C@H](CO)N1C[C@H](C)[C@@H](CN(C)Cc2ccncc2)Oc2ccc(NC(=O)C3CCCCC3)cc2C1=O	-0.9
C[C@@H]1CN([C@@H](C)CO)C(=O)c2cc(NC(=O)c3ccccc3)ccc2O[C@@H](C)CCCCO[C@H]1CN(C)Cc1ccc(C(F)(F)F)cc1	-0.1
C[C@H](CO)N1C[C@H](C)[C@H](CN(C)CC2CC2)Oc2ccc(NC(=O)Nc3cccc4ccccc34)cc2CC1=O	-0.7
COc1ccc2c3c([nH]c2c1)[C@@H](CO)N(Cc1ccccc1)CC31CN(C(=O)NC(C)C)C1	0.8
O=C(c1ccc2c(c1)OCO2)N1CC(=O)N2[C@H](C1)[C@H](c1ccc(C#Cc3ccccc3)cc1)[C@@H]2CO	0.5
COc1ccc(S(=O)(=O)N(C)C[C@H]2Oc3ccc(NC(=O)NC4CCCCC4)cc3CC(=O)N([C@@H](C)CO)C[C@@H]2C)cc1	-0.5
CO[C@H]1CN(C)C(=O)c2cc(NS(C)(=O)=O)ccc2OC[C@H](C)N(C(=O)C2CCCC2)C[C@@H]1C	0.2
C[C@@H]1CCCCO[C@H](CN(C)C(=O)c2ccncc2)[C@H](C)CN([C@H](C)CO)C(=O)c2cc(NS(=O)(=O)c3ccc(Cl)cc3)ccc2O1	0.5
COc1cccc(C(=O)N2CCC[C@@H]2C(=O)N2CCC[C@H]2C(=O)NCc2ccccc2)c1	1.2
C[C@@H]1CN([C@@H](C)CO)S(=O)(=O)c2ccc(/C=C/c3ccccc3)cc2O[C@H]1CN(C)Cc1cncnc1	-0.6
COc1ccc(-c2cnc3c(c2)C(=O)N([C@H](C)CO)C[C@H](C)[C@H](CN(C)S(=O)(=O)c2cn(C)cn2)O3)cc1	0.7
CO[C@H]1CN(C)C(=O)c2ccc(NS(=O)(=O)c3ccccc3)cc2OC[C@H](C)N(Cc2ccccn2)C[C@@H]1C	0.9
CO[C@@H]1CN(C)C(=O)c2cc(NC(=O)C3CCCCC3)ccc2OC[C@@H](C)NC[C@@H]1C	-1.3
COCC(=O)NC[C@@H]1[C@@H](c2ccccc2)[C@@H](CO)N1C(=O)c1ccccc1	2.6
O=C(C[C@@H]1CC[C@H]2[C@@H](COC[C@H](O)CN2C(=O)Nc2ccc(F)cc2)O1)NCCc1ccccc1	1.5
O=C(NC1CCCC1)C1C(c2ccc(C(F)(F)F)cc2)=Nc2ccccc2N1C(=O)c1ccccc1 (configuration not stated)	1.3
O=C(C[C@H]1C=C[C@H](NC(=O)Nc2ccccc2F)[C@H](CO)O1)NCc1ccccc1	-1.5
COc1ccc(S(=O)(=O)N2CCCCN3[C@H](C2)[C@H](c2ccc(-c4cccnc4)cc2)[C@@H]3CO)cc1	-0.5
C[C@H](CO)N1C[C@H](C)[C@H](CN(C)C(=O)Nc2ccc3c(c2)OCO3)Oc2c(NS(=O)(=O)c3ccc(F)cc3)cccc2C1=O	1.3
Cc1noc(C)c1S(=O)(=O)Nc1cccc2c1O[C@@H](CN(C)C(=O)NC1CCCCC1)[C@@H](C)CN([C@H](C)CO)C2=O	0.0
CCC(=O)N(C)C[C@H]1Oc2cc(-c3ccc(C)cc3)ccc2S(=O)(=O)N([C@@H](C)CO)C[C@H]1C	0.7
C[C@H]1CN([C@@H](C)CO)C(=O)Cc2cc(NS(=O)(=O)c3cn(C)cn3)ccc2O[C@H]1CN(C)C(=O)Nc1ccccc1	0.1
COc1ccc(NC(=O)Nc2ccc3c(c2)C(=O)N([C@H](C)CO)C[C@@H](C)[C@H](CN(C)S(=O)(=O)c2ccc(C)cc2)OCCCC[C@@H](C)O3)cc1	-1.5
CCC(=O)N1CC2(C1)[C@H](c1ccc(-c3ccccc3C)cc1)[C@H](CO)N2C(=O)CC	0.7
C[C@@H]1CN([C@@H](C)CO)C(=O)c2cc(C3=CCCCC3)cnc2O[C@H]1CN(C)C(=O)Cc1ccncc1	-0.4
CCC(=O)NC[C@H]1[C@H](c2ccccc2)[C@H](CO)N1C(=O)C1CCC1	-3.4
C[C@@H]1CCCCO[C@@H](CN(C)S(=O)(=O)c2ccc(F)cc2)[C@@H](C)CN([C@H](C)CO)C(=O)c2cc(NS(=O)(=O)c3ccc(Cl)cc3)ccc2O1	-0.2
N#C[C@@H]1N[C@H](CO)[C@@H]1c1ccc(-c2ccccc2F)cc1	0.4
COCC#Cc1cnc2c(c1)C(=O)N([C@@H](C)CO)C[C@@H](C)[C@@H](CN(C)C(=O)c1cccnc1)O2	-0.6
COc1ccc(CNC(=O)C[C@@H]2CC[C@@H]3[C@@H](COc4ccc(NC(=O)C5CC5)cc4C(=O)N3C)O2)cc1	0.1
CCC(=O)Nc1ccc2c(c1)OC[C@@H](C)N(Cc1cccc(F)c1)C[C@H](C)[C@@H](OC)CN(C)C2=O	-0.8
C[C@H](CO)N1C[C@H](C)[C@H](CN(C)Cc2ccc3c(c2)OCCN3C)OCc2cn(nn2)CCCC1=O	-1.9
CCN(Cc1cc(OC)c(OC)c(OC)c1)S(=O)(=O)c1ccccc1Br	1.8
Cc1ccccc1S(=O)(=O)N1C[C@H](O)COC[C@@H]2O[C@@H](CC(=O)N3CCOCC3)CC[C@H]21	0.6
COCC(=O)N(C)C[C@H]1Oc2ncc(-c3ccc(C)cc3)cc2C(=O)N([C@H](C)CO)C[C@@H]1C	0.2
Cc1ccc(S(=O)(=O)Nc2ccc3c(c2)C(=O)N([C@H](C)CO)C[C@@H](C)[C@H](CN(C)Cc2ccc(Cl)c(Cl)c2)OCCCC[C@H](C)O3)cc1	0.6
COc1cc(F)ccc1Oc1cccc2c1S(=O)(=O)N(C1CC1)C[C@@H](COCc1ccccc1)O2	-7.0

Bioassay records deposited in PubChem BioAssay by Broad Institute.
